Compound activity (PubChem)
TRPC4 inh – blocks the mouse TRPC4 cation channel | 0.39% of 300,000 active | B-score at 10 µM | HEK293 TRPC4beta/mu-opioid, DAMGO-evoked Fluo4 calcium flux; stronger effect = lower value | Q9QUQ5;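 active means B-score over 3 SD under the library average, no early fluorescence shift, positive overall ratio signal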
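Material: HEK293 cells with stable TRPC4beta plus mu-opioid receptor expression; probe or stimulus: DAMGO in two steps, submaximal then maximal; technique: Fluo4 calcium fluorescence by kinetic imaging, 5 s 1 Hz baseline; measure: integrated fluorescence ratio relative to baseline, converted to per-well B score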
Platelet DG rel – modulates dense granule release in human platelets | 0.22% of 300,000 active | human platelet-rich plasma, SFLLRN dense granule ATP release, luminescence | inhibition, %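 (compounds screened at 7.5 µM in platelet-rich plasma)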 | AID 1663;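 active means mean replicate score, as percent of positive control, at or above 50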
PolyA inhibitor – blocks polyadenylation in yeast reporter cells | calls only at 12 µM | 0.02% of 300,000 active | S. cerevisiae SKY197-pL101 polyadenylation reporter, beta-gal luminescence; efflux-impaired pdr1/pdr3 knockout yeast; score 100 = 6 SD above DMSO;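 active means lowest replicate activity score at least 50, where 100 means six control SD above control mean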;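 further: yeast exposed to compound for 9 h at 30 °C; higher score means more reporter readthrough which indicates perturbed polyadenylation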
KCNQ1 block – inhibitors of human KCNQ1 potassium channel. AID 2642. 1.3% of 310,000 active. CHO-K1 KCNQ1, FluxOR thallium flux fluorescence; stronger effect = higher value. B-score at 10 µM;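 active means compounds whose thallium flux B-score, printed positive for inhibition, exceeds three library SD while starting fluorescence stays within three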;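 further: channel opened by potassium depolarization with thallium stimulus after 20 min compound exposure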
Target sequence (P51787 whole entry, looked up): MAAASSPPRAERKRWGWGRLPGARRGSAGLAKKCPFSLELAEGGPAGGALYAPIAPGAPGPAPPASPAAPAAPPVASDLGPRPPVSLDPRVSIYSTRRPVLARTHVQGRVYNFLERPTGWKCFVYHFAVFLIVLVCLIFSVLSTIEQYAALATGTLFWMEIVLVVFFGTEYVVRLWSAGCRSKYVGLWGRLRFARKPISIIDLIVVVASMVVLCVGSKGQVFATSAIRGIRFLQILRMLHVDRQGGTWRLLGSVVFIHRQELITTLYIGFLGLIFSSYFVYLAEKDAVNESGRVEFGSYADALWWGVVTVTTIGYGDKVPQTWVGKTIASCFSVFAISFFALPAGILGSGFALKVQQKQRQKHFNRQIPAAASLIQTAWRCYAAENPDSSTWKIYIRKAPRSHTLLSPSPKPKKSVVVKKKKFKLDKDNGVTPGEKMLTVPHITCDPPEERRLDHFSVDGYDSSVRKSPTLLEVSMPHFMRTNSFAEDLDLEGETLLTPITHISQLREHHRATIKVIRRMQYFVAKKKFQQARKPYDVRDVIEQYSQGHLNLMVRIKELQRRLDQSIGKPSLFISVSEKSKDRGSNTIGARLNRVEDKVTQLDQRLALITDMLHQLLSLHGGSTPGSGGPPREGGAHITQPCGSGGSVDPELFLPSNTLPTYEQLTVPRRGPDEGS
DYRK1A inh – inhibitors of rat Dyrk1A kinase | ADP-Glo luminescence, NFATc1 peptide | inhibition, % at 12.5 µM | 0.43% of 310,000 active | AID 504441 | Q63470; in the data active means inhibition above about 50%;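 further: plate controls were vehicle with enzyme for no effect and no enzyme for full effect; many of its hits are not listed in these tables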
KCNK9 inh – blocks the human KCNK9 two-pore domain potassium channel | HEK293 KCNK9, FluxOR thallium flux fluorescence; stronger effect = lower value | 1.2% of 310,000 active | AID 488922 | Q9NPC2 | B-score at 10 µM;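 active means ratio B-score over 3 SD below the library mean, with starting fluorescence within 5 SD of its mean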;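 further: negative B-score means less thallium flux so channel inhibition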
KCNQ1 act – potentiators or activators of human KCNQ1 potassium channel | P51787 | CHO-K1 KCNQ1, thallium flux FluxOR fluorescence; stronger effect = higher value | B-score at 10 µM | 0.35% of 310,000 active;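 active means fluorescence ratio B-score, a plate-corrected score, at least three library SD, with initial intensity B-score within 5 SD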
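Assay system: CHO-K1 cells stably expressing KCNQ1; Medium: assay buffer with matched DMSO; Also added: K+/Tl+ depolarizing stimulus; Dosing: single dose; Timing: dye 90 min, compound 20 min, room temperature; Measured by: kinetic FluxOR thallium fluorescence, 10-s 1-Hz baseline, 110-s post-stimulus read; Read-out: peak-minus-minimum fluorescence over initial fluorescence, negative-control normalized, B-scored.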
KCNK3 block – human KCNK3 channel inhibition, primary screen; O14649; CHO-KCNK3 thallium flux, FluxOR fluorescence; stronger effect = lower value; B-score at 10 µM; 0.84% of 340,000 active; AID 602410;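 active means B-score under library mean minus 4 SD, starting fluorescence ratio at most library mean plus 5 SD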;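 further: more negative B-score means stronger inhibition of thallium flux through KCNK3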
Target sequence (O14649 whole entry, looked up): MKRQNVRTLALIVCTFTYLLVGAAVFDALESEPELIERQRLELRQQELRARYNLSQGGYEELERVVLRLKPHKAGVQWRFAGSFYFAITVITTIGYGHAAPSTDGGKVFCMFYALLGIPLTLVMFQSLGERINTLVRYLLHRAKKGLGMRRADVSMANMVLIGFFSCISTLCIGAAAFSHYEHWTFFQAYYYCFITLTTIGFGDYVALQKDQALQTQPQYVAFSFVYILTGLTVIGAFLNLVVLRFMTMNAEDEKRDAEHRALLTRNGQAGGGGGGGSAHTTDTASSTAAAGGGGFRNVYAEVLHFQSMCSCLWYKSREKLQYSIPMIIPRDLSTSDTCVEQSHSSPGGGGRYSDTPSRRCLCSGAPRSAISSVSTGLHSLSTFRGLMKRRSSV
TRPC4 potent – TRPC4 (mouse) allosteric potentiation; Q9QUQ5; HEK293 TRPC4beta/mu-opioid, DAMGO EC20, Fluo-4 Ca2+ flux; stronger effect = higher value; B-score at 10 µM; 0.42% of 310,000 active;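 active means B-score of calcium response area above 5 SD of library B-scores, with initial fluorescence ratio within 5 SD of library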;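 further: B-score of integrated fluorescence ratio over time as area under calcium response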
hERG protect – shields human hERG channel from block by proarrhythmic agents; 0.51% of 310,000 active; CHO-hERG, FluxOR thallium flux, dofetilide IC70 present; activation (rescue from dofetilide block), less the hit threshold, % at 10 µM; Q12809;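 active means activation above the mean of controls blocked by dofetilide plus 5 SD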;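 further: thallium influx through hERG after potassium depolarization seen as dye fluorescence rise; in these data hits start at about 4.7%; inactives centre near -7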
TRPC4 act – activators of mouse TRPC4 channel; 0.49% of 310,000 active; AID 2237; B-score at 10 µM; HEK293 TRPC4beta/mu-opioid, Fluo4 calcium fluorescence; stronger effect = higher value;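 active means B-score above 5 SD of library B-scores, and initial fluorescence ratio not above library mean plus 5 SD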;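 further: positive B-score marks a calcium rise read as TRPC4 activation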
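Test system: HEK293 cells stably co-expressing mouse TRPC4beta and mu-opioid receptor | Schedule: Fluo4 dye loading 45 min at room temperature, 110 s recording | Measured by: Kinetic Fluo4 calcium fluorescence, 5 s baseline at 1 Hz | Evaluation: B score of integrated ratio | Controls: Buffer (low) and maximal DAMGO (high)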
Numbers without * were called inactive; i = inactive; · = not tested or not shown. These rows are one share of the data; rates above refer to the full screens.

SMILES | TRPC4 inh | Platelet DG rel | PolyA inhibitor | KCNQ1 block | DYRK1A inh | KCNK9 inh | KCNQ1 act | KCNK3 block | TRPC4 potent | hERG protect | TRPC4 act
NNC(=O)c1c(O)c2cccc3c2n(c1=O)CCC3 | i | 6 | i | i | -1 | i | i | i | i | -3 | i
C/C(=N/Nc1ccc(C(=O)O)cc1)c1ccc(O)c(O)c1O | i | -6 | i | i | 8 | i | i | i | i | -6 | i
O=C(Nc1ccc(F)cc1)Oc1ccc[nH]c1=O | i | 6 | · | i | 4 | i | i | i | i | -9 | i
Cc1sc2ncnc(Nc3ccc(N4CCOCC4)cc3)c2c1-c1ccccc1 | i | 0 | i | i | 10 | i | i | i | i | -10 | i
Cc1ccccc1C(=O)Nc1sc2c(c1C(=O)O)CCC2 | i | -4 | i | i | -6 | i | i | i | i | -7 | i
CS/C(=N\S(=O)(=O)c1cccs1)Nc1ccc(F)c(Cl)c1 | i | -4 | · | i | 4 | i | i | i | i | -8 | i
O=C(OCCNc1ccc(C(F)(F)F)cc1[N+](=O)[O-])c1cc2ccccc2oc1=O | i | -7 | i | i | -2 | i | i | i | i | -1 | i
Cc1ccc(S(=O)(=O)Nc2ccc(C(=O)NCc3ccccn3)cc2)cc1 | i | -5 | i | i | · | i | i | i | i | -5 | i
COc1ccc(OC)c(-c2nn(-c3ccccc3)cc2C(=O)NCC2CCCO2)c1 (centres undefined) | i | 3 | i | i | · | i | i | i | i | -5 | i
CC(=O)OC(c1nc2ccccc2c(=O)n1C1CC2(OC1=O)c1ccccc1N1C(=O)C(C)(C)N(O)C12)C(C)C (centres undefined) | i | 0 | i | i | 9 | i | i | i | i | -19 | 83*
CCCc1nn(C)c(C(=O)Nc2cccc(CC)c2)c1Cl | i | -2 | i | i | 23 | i | i | i | i | -17 | i
CCCc1cc(=O)n2[nH]cnc2n1 | i | -4 | i | i | 11 | i | i | i | i | -16 | i

Of the compounds above, 2 have a Cl atom.
SMILES | TRPC4 inh | Platelet DG rel | PolyA inhibitor | KCNQ1 block | DYRK1A inh | KCNK9 inh | KCNQ1 act | KCNK3 block | TRPC4 potent | hERG protect | TRPC4 act
CS/C(=N\S(=O)(=O)c1cccs1)Nc1ccc(F)c(Cl)c1 | i | -4 | · | i | 4 | i | i | i | i | -8 | i
CCCc1nn(C)c(C(=O)Nc2cccc(CC)c2)c1Cl | i | -2 | i | i | 23 | i | i | i | i | -17 | i

Further records:
SMILES | TRPC4 inh | Platelet DG rel | PolyA inhibitor | KCNQ1 block | DYRK1A inh | KCNK9 inh | KCNQ1 act | KCNK3 block | TRPC4 potent | hERG protect | TRPC4 act
COc1ccc(C(NC(=O)CN2CCCCCC2)c2ccc(OC)cc2)cc1 | i | -9 | i | i | -2 | i | i | i | i | -6 | i
O=C(O)CC/C(=N\Nc1ccc(S(=O)(=O)N2CCOCC2)cc1[N+](=O)[O-])c1cccs1 | i | -5 | i | i | 2 | i | i | i | i | -15 | i
Cc1ccc(S(=O)(=O)NN2C(=O)c3ccccc3NC2c2cccc(O)c2)cc1 (centres undefined) | i | 2 | i | i | -4 | i | i | i | i | -14 | i
O=C(COc1ccc(Br)cc1)N(Cc1ccccc1)c1ccccn1 | i | -13 | i | i | 5 | i | i | i | i | -7 | i
O=C(CSc1ccccn1)c1ccc2c(c1)OCO2 | i | 1 | i | i | 15 | i | i | i | i | -12 | i
Cc1ccc(C(=O)NCC(=O)Nc2cccc(C(F)(F)F)c2)cc1 | i | -3 | i | i | -4 | i | i | i | i | -13 | i
Cc1onc(-c2c(Cl)cccc2Cl)c1C(N)=S | i | -7 | i | i | 0 | i | i | i | i | -6 | i
O=C(O)Cn1cc(CN2CCOCC2)c2ccccc21 | i | -3 | · | i | -12 | i | i | i | i | 3 | i
O=C(c1cccnc1)N1CCN(Cc2ccc3c(c2)OCO3)CC1 | i | 0 | i | i | -5 | i | i | i | i | -2 | i
Cc1ccc(S(=O)(=O)NC2(C(F)(F)F)NC(=O)N(C)C2=O)cc1 (centres undefined) | i | 1 | i | i | -5 | i | i | i | i | -2 | i
Cc1ccc(S(=O)(=O)N2CCN(C(C)C(=O)Nc3ccccc3-c3ccccc3)CC2)cc1 (centres undefined) | i | -16 | i | i | 4 | i | i | i | i | -7 | i
CC1CCN(CC(=O)Nc2nc(-c3ccccc3)cs2)CC1 | i | 7 | i | i | -2 | i | i | i | i | -8 | i

Reformatted with two lines to a compound: part of the list above.
Values in the order – TRPC4 inh, Platelet DG rel, PolyA inhibitor, KCNQ1 block, DYRK1A inh, KCNK9 inh, KCNQ1 act, KCNK3 block, TRPC4 potent, hERG protect, TRPC4 act
> CC1CCN(CC(=O)Nc2nc(-c3ccccc3)cs2)CC1
  i, 7, i, i, -2, i, i, i, i, -8, i
> C/C(=N/Nc1ccc(C(=O)O)cc1)c1ccc(O)c(O)c1O
  i, -6, i, i, 8, i, i, i, i, -6, i
> Cc1ccccc1C(=O)Nc1sc2c(c1C(=O)O)CCC2
  i, -4, i, i, -6, i, i, i, i, -7, i

Additional compounds follow:
SMILES | TRPC4 inh | Platelet DG rel | PolyA inhibitor | KCNQ1 block | DYRK1A inh | KCNK9 inh | KCNQ1 act | KCNK3 block | TRPC4 potent | hERG protect | TRPC4 act
COc1ccc(-c2nc(C#N)c(NC(C)c3ccccc3)o2)cc1OC (centres undefined) | i | 70* | i | i | -3 | i | i | i | i | -11 | i
Nn1cc(-c2ccccc2)nc1SCC(=O)N1CCN(S(=O)(=O)c2ccc3ccccc3c2)CC1 | i | 4 | i | i | 0 | i | i | i | i | -4 | i
O=c1[nH]c(N2CCOCC2)nc2c1CCCC2 | i | 0 | i | i | 6 | i | i | i | i | -1 | i
Cc1cc(S(=O)(=O)N2CCC(N3CCCCC3)CC2)ccc1-n1cnnn1 | i | 18 | i | i | · | i | i | i | 33* | -3 | i
CCc1nnc(NC(=O)C2CCCN2C(=O)Nc2ccccc2)s1 (centres undefined) | i | 5 | i | i | 0 | i | i | i | i | -12 | i
C=CCNC(=O)c1sc(=S)n(-c2ccc(C(=O)OCC)cc2)c1N | i | -11 | i | i | 0 | i | i | i | i | -12 | i
COCC(C)n1c(C)cc(C(=O)COC(=O)c2c(C)nn(-c3ccccc3)c2C)c1C (centres undefined) | i | 1 | i | i | -1 | i | i | i | i | -8 | i
COc1ccc2[nH]cc(CCNC(=O)Cc3ccc(F)cc3)c2c1 | i | -2 | i | i | -2 | i | i | i | i | -7 | i
CC(C)(C)NC(=O)C(c1ccccn1)N(C(=O)c1csnn1)C1CCCCC1 (centres undefined) | i | 2 | i | i | 1 | i | i | i | i | -8 | i
CCCCNC(=O)Cn1cnc2c(cnn2-c2ccc(C)cc2)c1=O | i | 4 | i | i | -3 | i | i | i | i | -7 | i
Cn1ccc(-c2ccccc2)c(C#N)c1=O | i | 2 | i | i | -1 | i | i | i | i | -3 | i
Cc1ccc2nc(SCC(=O)NC3CCCc4ccccc43)[nH]c2c1 (centres undefined) | i | 9 | i | i | -5 | i | i | i | i | -9 | i
COc1cccc(Nc2nc(CN3CCOCC3)nc3sc4c(c23)CCCC4)c1 | i | -3 | i | i | -3 | i | i | i | i | -17 | i
CC1(C(=O)OCC(=O)c2c[nH]c3ccccc23)CC1(Cl)Cl (centres undefined) | i | 9 | i | i | 4 | i | i | i | i | -11 | i
CSCCC(NC(=O)C12CC3CC(CC(C3)C1)C2)C(=O)OCC(=O)c1ccccc1 (centres undefined) | i | 0 | i | i | -1 | i | i | i | i | 0 | i
C=CCNC(=O)c1onc(CSc2ccc(OC)cc2)c1C(=O)O | i | 0 | i | i | 4 | i | i | i | i | 4 | i
CC(=O)Nc1c(C)ccc2nsnc12 | i | -4 | i | i | 1 | i | i | i | i | -9 | i
COc1ccccc1C(=O)NCCC(=O)Nc1cccnc1 | i | -1 | i | i | 1 | i | i | i | i | -2 | i
COC(=O)Cn1nc(-c2ccccc2)c2ccccc2c1=O | i | -2 | i | i | -1 | i | i | i | i | -7 | i
Cc1ccc2[nH]c3nc(N/N=C/c4cccc(O)c4)nnc3c2c1 | i | -4 | i | i | -1 | i | i | i | i | -4 | i
CCOC(=O)C1CCN(Cc2ccccc2C(F)(F)F)CC1 | i | -3 | i | i | -7 | i | i | i | i | 2 | i
Cc1cc2occ(CC(=O)O)c2cc1C | i | · | i | i | -2 | i | i | i | i | -1 | i
Cc1cccc(C(=O)N[C@H](C(=O)Nc2nnc(C3CC3)s2)C(C)C)c1 | i | -1 | i | i | -5 | i | i | i | i | -13 | i
CCOC(CNC(=O)c1nnc(Cc2cc(OC)c(OC)c(OC)c2)o1)OCC | i | 0 | i | i | -1 | i | i | i | i | -9 | i
O=C(c1ccc(F)cc1)N1CCC(C(=O)N2CCN(S(=O)(=O)c3cccc([N+](=O)[O-])c3)CC2)CC1 | i | 3 | i | i | 5 | i | i | i | i | -11 | i
CCSC1=NC(C)(C)C=C(/C=C/c2ccc(Cl)cc2Cl)N1 | i | -1 | i | i | 1 | i | i | i | i | -5 | i
CCOc1cc(CNc2ccc3cn[nH]c3c2)ccc1OC | i | 9 | i | i | 23 | i | i | i | i | 0 | i
Cc1cccc(-c2nc(S(=O)(=O)c3ccccc3)c(N3CCOCC3)o2)c1 | i | 4 | i | i | -1 | i | i | i | i | -10 | i
Cc1cc(C)c(S(=O)(=O)c2ccccc2Cl)c(=O)[nH]1 | i | -6 | i | i | 0 | i | i | i | i | -6 | i
CN(C)/N=C/c1ccc(OS(=O)(=O)c2ccccc2)cc1 | i | 4 | i | i | -2 | i | i | i | i | -9 | i
Cc1cccc(NC(=O)Nc2ccc(Cl)c(Cl)c2)n1 | i | 1 | i | i | 16 | i | i | i | i | -6 | i
COc1ccc(-n2cc(CNCCCn3ccnc3)c(-c3cccc(F)c3)n2)cc1 | i | 2 | i | i | 1 | i | i | i | i | -9 | i
Cc1nc(NC(CC(C)C)C(=O)O)c2nc(C)oc2n1 (centres undefined) | i | 5 | i | i | -2 | i | i | i | i | -5 | i
CC(=O)c1c(C)c[nH]c1C | i | 6 | i | i | 0 | i | i | i | i | -16 | i
O=C(O)c1ccc(COc2ccccc2Cl)cc1 | i | 5 | i | i | 6 | i | i | i | i | -9 | i
CC(=O)[C@@H]1[C@@H]2C(=O)N(C3CCCCC3)C(=O)[C@@H]2C2c3ccccc3C=CN21 (some centres undefined) | i | 23 | i | i | · | i | i | · | i | -23 | i
CCc1c(C(=O)N/N=C/c2sccc2C)nnn1-c1nonc1N | i | 3 | i | i | -3 | i | i | i | i | -2 | i
